UTI89 phage lysis = inhibition of K1F phage lysis, E. coli UTI89, bacterial capsule biogenesis inhibitors, alamar blue (AID 488966). E. coli UTI89 K1F phage lysis, alamar blue, 2 h; higher % means a stronger effect. one-dose inhibition, % at 100 µM; IC50 in µM for titrated hits. actives 0.02% (n = 340,000);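 active = phage lysis inhibition, versus mean bacterial control, above a set limit; inconclusive = no clear call, values can overlap the other calls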;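 note: capsule biogenesis inhibitors block K1F phage lysis so surviving cells raise fluorescence; higher fluorescence means more inhibition of phage lysis; actives were called in the ten point dose series up to 300 µM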
AID2073 = disruptors of CaV2.2 binding to Mint1 – biochemical, HTRF (AID 2073). inhibition, % at 20 µM, or IC50 in µM where a hit was titrated. actives 0.19% (n = 290,000). HTRF protein-protein interaction, Mint1-CaV2.2; higher % means a stronger effect; in the data active = inhibition mostly above about 51%, no sharp cut-off; inconclusive = no clear call, values can overlap the other calls; inactive = mostly below about 53%; note: some results filed as inactive read as strong as hits
NS5 inhibitors = Dengue-2 NS5 methyltransferase inhibitors, primary screen, biochemical, confirmation dose response (AID 588689); Dengue-2 NS5 methyltransferase capping enzyme assay, biochemical; higher % means a stronger effect; inhibition, % at 25 µM, or IC50 in µM where a hit was titrated; actives 0.3% (n = 340,000); in the data active = a potency from the dose series; inconclusive = inhibition above about 29% without an active follow-up result
RSV CPE inhibition = inhibition of RSV-induced cytopathic effect – HEp-2 cells, primary 10 µM value included (AID 2391); HEp-2 cells, RSV-induced CPE inhibition; higher % means a stronger effect; CPE inhibition, % at 10 µM; hits with a dose series show IC50 in µM; actives 0.13% (n = 310,000); in the data active = a potency from the dose series; inconclusive = CPE inhibition mostly from about 23% at the one dose, without a potency; inactive = the rest, 99 in 100 with CPE inhibition below about 21%; note: strong numbers were not always called active
SV40 large T antigen = TAg ATPase/helicase activity blockers – biochemical (AID 1903); inhibition, % at 20 µM; hits with a dose series show IC50 in µM; SV40 large T antigen ATPase/helicase inhibition assay; higher % means a stronger effect; actives 0.39% (n = 310,000); in the data active = a potency from the dose series; inconclusive = inhibition mostly from about 32% at the one dose, without a potency; inactive = the rest, 99 in 100 with inhibition below about 32%; note: strong numbers were not always called active
West Nile virus CPE = inhibition of WNV-induced cytopathic effect – cell-based, CPE readout (AID 1621); actives 0.02% (n = 290,000); CPE inhibition, % at 10 µM; hits with a dose series show IC50 in µM; West Nile virus-infected cells, CPE inhibition; higher % means a stronger effect; in the data active = a potency from the dose series; inconclusive = CPE inhibition mostly from about 3.7% at the one dose, without a potency; inactive = the rest, 99 in 100 with CPE inhibition below about 2.2%; note: strong numbers were not always called active
SIAH1 antagonists = blockers of Siah-1 interaction with plectin peptide – biochemical, fluorescence polarization, rhodamine-plectin, uHTS, primary screen (AID 1817). Siah-1 / rhodamine-plectin peptide fluorescence polarization; higher % means a stronger effect. one-dose displacement, % at 20 µM; IC50 in µM for titrated hits. actives 0.02% (n = 290,000);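 active = displacement of at least 50% at 20 µM, with a fluorescence ratio check between 0.3 and a set limit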;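 note: plate controls were Siah plus tracer with DMSO for no effect and tracer alone without Siah for full effect; strong numbers were not always called active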
Rac1 GTP hydrolysis = MgcRacGAP GTPase-activating activity inhibitors, confirmation, biochemical, ADP Hunter fluorescence; MgcRacGAP-stimulated Rac1 GTP hydrolysis, ADP Hunter fluorescence; higher % means a stronger effect; GST-tagged Rac1 F28L mutant substrate; inhibition, % at 30 µM; hits with a dose series show IC50 in µM; actives 0.6% (n = 340,000); AID 624330;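 active = first-screen hits whose inhibition reached a set limit at any dose in the follow-up dose series; inconclusive = inhibition above the set first-screen limit but never retested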;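 note: fluorescence reports GDP produced by GAP-driven GTP hydrolysis; strong numbers were not always called active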
NTR1 ag = NTR1-driven beta-arrestin-GFP spot formation – imaging, U2OS cells, high content, primary screen (AID 493036). actives 0.17% (n = 330,000). P30989. activation, % at 20 µM. agonist mode;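 active = activation at or above 40% of the spot to cytoplasm intensity ratio, with at least 20 cells analyzed; inconclusive = wells under 20 cells, flagged as cytotoxic or low count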;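 note: 0% = DMSO without peptide and 100% = 100 nM NTR1 peptide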
Target sequence (P30989 whole entry, looked up): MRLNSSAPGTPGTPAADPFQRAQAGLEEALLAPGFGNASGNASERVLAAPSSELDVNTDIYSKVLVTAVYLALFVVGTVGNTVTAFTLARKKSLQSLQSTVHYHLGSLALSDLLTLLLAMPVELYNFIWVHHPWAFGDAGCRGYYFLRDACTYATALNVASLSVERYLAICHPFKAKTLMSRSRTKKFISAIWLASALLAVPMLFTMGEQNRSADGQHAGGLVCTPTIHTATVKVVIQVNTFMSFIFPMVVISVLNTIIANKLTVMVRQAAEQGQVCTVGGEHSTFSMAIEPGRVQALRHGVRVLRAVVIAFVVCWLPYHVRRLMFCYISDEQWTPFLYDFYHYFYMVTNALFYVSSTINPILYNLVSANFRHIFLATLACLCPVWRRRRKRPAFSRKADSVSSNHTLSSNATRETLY
NTR1 ag cell count 20 µM = further read-out of NTR1 ag, marked with its call; cell count; measured here: cell count, cytotoxicity flag
NS5 inhibitors pilot replicate = also measured in NS5 inhibitors; calls as there; inhibition, %; measured here: pilot screen replicate inhibition
Starred values were filed as active, the others as inactive; ? = inconclusive; / = no result given; [ ] = another dose, or the depositor's remark.

SMILES | UTI89 phage lysis | AID2073 | NS5 inhibitors | RSV CPE inhibition | SV40 large T antigen | West Nile virus CPE | SIAH1 antagonists | Rac1 GTP hydrolysis | NTR1 ag | NTR1 ag cell count 20 µM | others
CCCN1C(=O)C(NC(C)=O)c2cc(OC)ccc21 (stereo unspecified) | 1.6% | ? | -3% | 3.5% | 8% | 0.2% | -3% | 15% | 3.9 | 35
COc1ccc(C(C(=O)NC2CCCC2)N(C(=O)CNC(=O)c2ccco2)c2cccnc2)cc1 (stereo unspecified) | -0.1% | 3% | -7% | 0.4% | 13% | -0.2% | 5% | 6% | -1.5 | 45
COc1ccc(/C=N/NC(=O)c2ccc(COc3ccccc3Cl)o2)c(OC)c1C | 1.6%[50 µM] | 2% | -2% | 2.0% | 5% | -0.9% | 15% | 12% | 9.8 | 66
COc1cc(NC(=O)c2cc([N+](=O)[O-])ccc2NC(=O)CN2CCN(c3ccccn3)CC2)cc(OC)c1 | 0.1%[50 µM] | 14% | 3% | 2.9% | 2% | 3.0% | 4% | 10% | 11 | 52
O=C(NCc1ccccc1F)C1CCCN(C(=O)Nc2ccc(F)cc2)C1 (stereo unspecified) | 0.2% | 7% | -2% | 5.1% | 3% | -0.6% | 8% | 7% | 0.7 | 29
COC(=O)COc1ccc(Oc2nc(SC)nc(N(C)C)n2)nn1 | 2.4% | -3% | -11% | 0.4% | 10% | 0.0% | 4% | 2% | 1.0 | 77
COc1ccccc1C(=O)N/C(=C\c1ccc2c(c1)OCO2)C(=O)NCCc1nc2ccccc2[nH]1 | -0.3% | -13% | 4% | 1.6% | 7% | 0.9% | 5% | 3% | 0.6 | 49
O=S(=O)(N/N=C1\CC(c2ccccc2)Oc2ccccc21)c1ccccc1 (stereo unspecified) | 1.5% | 8% | -2% | 14% | 0% | -0.9% | -5% | -7% | 1.1 | 63
COc1ccc(NC(=O)COC(=O)c2ccc3c(c2)OCO3)c(OC)c1 | 1.4% | / | -6% | / | / | / | / | 2% | 0.6 | 76
CCOC(=O)C1CCCN(c2c(NCCc3ccc(C)cc3)c(=O)c2=O)C1 (stereo unspecified) | 0.0% | 11% | 4% | 1.4% | 11% | 0.0% | 12% | 0% | -1.5 | 61
CC1CCN(C(=O)COC(=O)C(C)N2C(=O)c3ccccc3C2=O)CC1 (stereo unspecified) | 1.5%[50 µM] | / | 1% | 1.5% | / | / | / | 7% | -1.9 | 46
CCN1CCN(c2nc(C)c3c(n2)CCCC3=O)CC1 | 5.6% | 5% | -2% | 0.1% | 18% | / | 5% | 9% | 0.3 | 67
Cc1sc2c(c1C)c(=O)n(-c1cccc(C(F)(F)F)c1)c(=O)n2CC(=O)NCc1ccco1 | 0.1% | 0% | -2% | 0.9% | 4% | -1.1% | 3% | 0% | -2.3 | 90
CSCCC(NS(=O)(=O)c1ccc(C)c(C(=O)O)c1)C(=O)O (stereo unspecified) | 0.2% | 1% | -2% | -1.2% | 2% | 0.1% | -5% | 6% | -1.2 | 63
CCCS(=O)(=O)Nc1cccc(-c2ccc3nnc(C)n3n2)c1 | 0.4% | 1% | -1% | 1.2% | 7% | 1.0% | 6% | 1% | 0.2 | 81
COc1ccc(Cn2c(=O)cc(N)n(-c3ccccc3C)c2=O)cc1 | / | -14% | / | 1.7% | 9% | -0.6% | -3% | / | -0.6 | 44
O=C(Cn1cnc2c(nnn2Cc2ccc(F)cc2)c1=O)OCc1ccccc1 | 0.2% | 15% | 5% | 0.8% | 3% | 0.1% | 7% | 7% | 2.1 | 50
COc1ccc(-c2cc(C(=O)NCCCN3CCCC3=O)c3ccccc3n2)cc1 | -0.8% | / | -5% | 1.0% | 3% | / | / | 3% | -0.6 | 64
CCC(C(=O)OC(C)C)c1ccc2ccccc2c1 (stereo unspecified) | 1.1% | / | -1% | 1.2% | / | / | / | 10% | -1.0 | 69
CCCN(CC(=O)Nc1cc(Cl)ccc1Cl)C(=O)c1ccc2n[nH]nc2c1 | -1.1% | / | -1% | 2.2% | / | / | / | 0% | -0.8 | 54
CC(=O)Oc1ccc2c(=O)c(N3C(=O)c4ccccc4C3=O)c(C)oc2c1C | 0.0% | 4% | -2% | 1.2% | 17% | 0.0% | 3% | -1% | 2.2 | 36
CCCn1c(Nc2cccc(OC)c2)nc2ccccc21 | -0.1% | 2% | -7% | 1.4% | 9% | -0.6% | 0% | 17% | 0.3 | 60
N#CCc1nnc2n1-c1ccccc1CCC2 | 0.1% | 6% | -5% | 0.8% | 3% | 0.1% | -3% | 1% | 0.5 | 52
O=C(Nc1ccc(C(=O)O)cc1)/C(=C\C=C\c1ccccc1)NC(=O)c1ccccc1Cl | 0.2%[50 µM] | 16% | 6% | 1.7% | 9% | ? | -2% | 10% | -0.1 | 57
COc1ccccc1N1CCN(C(=O)CSc2nnc3c4ccccc4n(CC(=O)O)c3n2)CC1 | -0.1% | 20% | -4% | 0.6% | 10% | 0.8% | -1% | 6% | -0.8 | 64
CN(Cc1cnn(C)c1)S(=O)(=O)c1cccc([N+](=O)[O-])c1 | -0.5% | -5% | -6% | 2.2% | -2% | -0.1% | 8% | 4% | -0.1 | 41
COCCNC(=S)N(CCc1c(C)[nH]c2ccc(Cl)cc12)Cc1cccnc1 | 0.1% | 2% | -3% | 0.9% | 11% | -0.2% | -3% | 8% | -0.9 | 83
O=C(NNC(=O)c1ccc([N+](=O)[O-])cc1)NC1CCCCC1 | -1.2% | 6% | -1% | 0.5% | 13% | -0.2% | 0% | 2% | 0.4 | 52
COC(=O)c1sc2nc(C)nc(SCC(=O)C(C)(C)C)c2c1C | -0.3% | 8% | -8% | 5.1% | -4% | -1.0% | 1% | 12% | 5.6 | 44
O=C(COC(=O)/C=C/c1cccs1)Nc1ccc2ccccc2c1 | 0.2% | 1% | -7% | 0.7% | -5% | -0.1% | 14% | 0% | 2.1 | 66
COc1cc(/C=C/C(=O)OCC(=O)NCc2ccco2)ccc1O | -0.9% | / | -1% | 0.2% | ? | / | / | ? | 2.3 | 61
CCN(Cc1ccncc1)C(=O)CCc1nnc(CCc2ccccc2OC)o1 | 0.2% | 6% | -8% | 3.6% | -1% | -0.5% | -3% | 4% | -0.8 | 87
O=[N+]([O-])c1ccc(/C=N/Nc2nc(NCc3ccccc3)nc(N3CCOCC3)n2)cc1 | -0.9% | 10% | -4% | 4.6% | 7% | -0.5% | 1% | 10% | 2.6 | 54
COc1ccc2cc3cc(C(=O)N4CC(C)CC(C)C4)oc3nc2c1 (stereo unspecified) | 0.0% | -1% | -14% | 11% | 11% | 0.1% | 6% | 13% | 0.9 | 59
CN(Cc1cccnc1)Cc1cn[nH]c1-c1ccc(-c2ccccc2)cc1 | 1.6% | 9% | -13% | -0.3% | 10% | -0.4% | 8% | 7% | 1.1 | 58
CCOC(=O)Cn1c(=O)n(Cc2ccccc2)c(=O)c2cccnc21 | -0.3% | -3% | 2% | 1.6% | 5% | -0.6% | -1% | 10% | -0.3 | 79
CCc1nn2c(=O)c(S(=O)(=O)Nc3ccc(C(C)C)cc3)c(C)nc2s1 | 3.8% | 9% | -1% | 1.5% | / | -1.2% | -2% | 2% | 11 | 54
COc1ccc(/C=N/NC(=O)c2nc(-c3ccccc3)n(-c3ccccc3)n2)cc1OC | 0.3% | 2% | 5% | 3.1% | 5% | -0.3% | -4% | 6% | 4.0 | 69
CCn1c(SCC(=O)Nc2nonc2C)nnc1-c1ccco1 | 0.1% | -6% | -6% | 1.6% | -4% | 0.9% | 2% | -3% | -0.4 | 76
CN1CCN(c2ccc(NC(=O)CSc3ccccc3)cc2F)CC1 | 0.9% | -2% | -5% | -1.6% | 4% | -0.1% | 1% | 9% | -0.4 | 87
COc1cccc(CNC(=O)CSC(=S)N2CCCC2)c1 | 0.4%[50 µM] | / | -12% | 2.0% | -2% | / | / | 4% | 0.4 | 75
C(=N\Nc1nc2ccccc2s1)/c1ccccn1 | / | 4% | / | 6.3% | 16% | ? | 1% | / | 2.4 | 53
CCN1C(=O)[C@H]2[C@@H](c3ccc(C)cc3)N3C(=O)N(c4ccc(C)cc4)C(=O)[C@@]3(CC)[C@H]2C1=O | 0.0% | / | 7% | -1.1% | 9% | / | / | 6% | -0.7 | 82
COc1ccc([N+](=O)[O-])cc1-c1nc2ccccc2nc1-c1ccccc1 | 0.5% | 2% | -2% | 3.3% | 8% | -0.2% | 7% | 12% | 0.6 | 58
COc1ccc(NC(=O)CN2CCCCCC2)cc1OC | -0.1% | 0% | 2% | 0.6% | 6% | 1.2% | 1% | 8% | -0.2 | 56
COC(=O)CCc1nc2ccccc2[nH]c1=O | -0.1% | 8% | 4% | -0.8% | -2% | 1.0% | 1% | 5% | -0.3 | 77 | NS5 inhibitors pilot replicate=-3.6
Cc1ccc(S(=O)(=O)CC(=O)Nc2nccs2)cc1 | 0.9%[50 µM] | / | 2% | 0.5% | -2% | / | / | 1% | -0.1 | 61
Cc1ccc(-n2c(Cl)c(Cl)[nH]c(=O)c2=O)cc1 | -0.1% | 0% | 2% | 0.6% | 11% | -1.0% | -3% | -3% | 0.1 | 37
C=CCNC(=S)N1CCN(c2ncc(C(F)(F)F)cc2Cl)CC1 | 0.2% | -22% | -13% | 19% | 6% | 0.0% | -3% | 3% | 0.8 | 60
Cc1ccc(NC(=O)c2ccc3c(c2)NC(=O)CS3)nc1 | 1.4%[50 µM] | / | -3% | -2.2% | 11% | / | / | 6% | 0.2 | 59
COc1ccc(N(C)C(=S)Oc2ccc(C(=O)Nc3ccccc3)cc2)cc1 | / | 8% | / | / | 28% | 2.7% | 5% | / | / | /
COc1cccc(-c2cc(C(F)(F)F)nc(-n3cccn3)n2)c1 | 0.1% | 8% | -4% | 4.7% | 6% | 0.5% | -6% | 6% | 1.8 | 95
COc1ccc(-c2cc(C(=O)Nc3cccnc3)no2)cc1OC | 0.2% | 8% | -3% | 0.9% | -2% | 0.6% | 1% | 7% | 1.5 | 34
